# Bioassay records from PubChem BioAssay.
# RECQ1 helicase: blocks DNA unwinding by human RECQ1 | RECQ1 DNA unwinding, red fluorescence kinetic read | P46063 | Potency, µM (top dose mostly 57.3 µM), inactives show top-dose activity, negative = inhibition, actives largely listed as inhibitors | 240,000 compounds, 0.54% hits;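 further: plate controls were vehicle for no effect and no enzyme for full effect; nearly all actives have a fitted effect of over 30% in size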
#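 RECQ1T1 50 nM; forked duplex (20 bp + 30-nt ss tails) 200 nM, ATP 2 mM final; pH 8.0, 2 mM MgCl2, 2.5 ug/ml poly(dI-dC); 15 min compound preincubation; discontinuous kinetic read over 2 h at RT.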
# aGlu spleen mod: inhibits or activates alpha-glucosidase in human spleen homogenate. P10253. human spleen homogenate, 4-MU-alpha-glucoside fluorescence. Potency, µM (titrated, usually from 79.9 µM), for the others: top-dose activity change, negative = inhibition, most hits filed as inhibitors. 240,000 compounds, 0.006% hits. AID 2112;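 further: 0% = enzyme with vehicle and -100% = no enzyme basal signal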
#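 Human spleen homogenate (1 ug) incubated with compounds and 1 mM 4-methylumbelliferyl-alpha-D-glucopyranoside in pH 5.0 citrate/phosphate buffer, 37 C, 40 min. Stopped at pH 10; 4-MU fluorescence (Ex 365/Em 440 nm); AC50 by Hill fit.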
# GAA glycogen: alters human alpha-glucosidase cleavage of glycogen | P10253 | recombinant GAA, glycogen substrate, Amplex Red glucose oxidase fluorescence | Potency, µM (series often up to 76.4 µM), for the others: at the top dose activity change, negative = inhibition, actives largely listed as inhibitors | 300,000 compounds, 0.38% hits | AID 2100;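 further: 0% = full enzyme reaction and -100% = no-enzyme basal signal; the screen sought inhibitors and activators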
#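 Recombinant human enzyme (4 nM); glycogen substrate; 37 C, 40 min, pH 5.0. Readout: coupled glucose oxidase/Amplex Red fluorescence.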
# TRb SRC2 PPI: disrupts binding of human TR beta to SRC2. 280,000 compounds, 0.065% hits. Potency, µM (top dose mostly 106 µM), without a hit: top-dose activity change, negative = inhibition, hits mostly inhibitors. TRbeta-SRC2 peptide binding, fluorescence polarization; receptor liganded with 1 µM T3. P10828;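 further: plate controls were bound peptide for no effect and peptide without receptor for full effect; nearly all actives have a fitted effect of over 50% in size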
# Target sequence (P10828 whole entry, looked up): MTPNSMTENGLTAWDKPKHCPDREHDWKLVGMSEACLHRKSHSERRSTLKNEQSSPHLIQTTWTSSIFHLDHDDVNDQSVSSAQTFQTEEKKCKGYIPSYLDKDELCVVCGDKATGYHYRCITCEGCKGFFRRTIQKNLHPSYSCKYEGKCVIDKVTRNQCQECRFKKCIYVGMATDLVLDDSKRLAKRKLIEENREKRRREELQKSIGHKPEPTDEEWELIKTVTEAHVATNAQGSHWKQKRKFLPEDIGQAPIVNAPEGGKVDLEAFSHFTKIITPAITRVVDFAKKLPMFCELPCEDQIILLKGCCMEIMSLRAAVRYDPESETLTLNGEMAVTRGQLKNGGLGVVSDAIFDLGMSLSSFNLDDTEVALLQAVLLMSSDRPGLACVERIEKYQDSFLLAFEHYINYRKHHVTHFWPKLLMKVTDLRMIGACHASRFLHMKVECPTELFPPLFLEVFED
#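 Human TRb LBD (0.6 uM) plus Texas Red-labeled SRC2 peptide (20 nM), 1uM T3, 5% DMSO, 5 hr at ambient temperature. Decreased polarization (555/632 nm) flags inhibition; data normalized to free and bound peptide controls.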
# RGS12 GoLoco inh: blocks human Gai1 binding to RGS12 GoLoco peptide, red readout; P63096; Gai1:RGS12 GoLoco peptide FP, rhodamine, 10 min; Potency, µM (titrated, usually from 61.6 µM), for inactives: at the highest dose activity, negative = inhibition, most hits filed as inhibitors; 230,000 compounds, 0.44% hits; active means well fitted inhibition curve with a large enough effect, not every such curve was filed as active; inactive means no such curve, though single readings can be large or run the other way; further: nearly all actives have a fitted effect of over 30% in size; many of its hits are not listed in these tables
# Target sequence (P63096 whole entry, looked up): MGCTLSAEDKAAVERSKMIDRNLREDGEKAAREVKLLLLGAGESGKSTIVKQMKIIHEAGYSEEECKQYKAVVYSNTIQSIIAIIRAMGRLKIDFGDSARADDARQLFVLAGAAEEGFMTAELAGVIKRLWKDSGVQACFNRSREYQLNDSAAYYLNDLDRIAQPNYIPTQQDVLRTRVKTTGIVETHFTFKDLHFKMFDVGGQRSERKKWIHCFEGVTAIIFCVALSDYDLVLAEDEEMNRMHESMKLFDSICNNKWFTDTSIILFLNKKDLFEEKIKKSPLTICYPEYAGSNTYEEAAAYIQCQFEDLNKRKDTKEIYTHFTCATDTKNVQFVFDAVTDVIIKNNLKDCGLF
# TexasRed fluor: counter-screen for TRb-SRC2 inhibitors: fluorescence interference; Potency, µM (top dose mostly 106 µM), without a hit: at the top dose fluorescence change, negative = quenching; 280,000 compounds, 0.29% hits; AID 1479; TRb/SRC2 Texas Red total fluorescence interference; active means well fitted curve in either direction with a large enough effect; inconclusive means small, poorly fitted or top-dose-only effect
#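 Human TRb ligand-binding domain at 0.6 uM with 20 nM Texas Red SRC2 peptide in Tris buffer containing 1 uM T3 and 5% DMSO, incubated with compound 5 h at ambient temperature. Total fluorescence (555/632 nm) calculated as parallel + 2 × perpendicular.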
# L3MBTL1 block: blocks human L3MBTL1; 230,000 compounds, 0.66% hits; AlphaScreen L3MBTL1–H3K9me1 peptide binding; AID 485360; Potency, µM (highest dose often 57.1 µM), inactives show at the highest dose activity, negative = inhibition, hits mostly inhibitors; further: nearly all actives have a fitted effect of over 60% in size
#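 First, the protein-peptide complex forms for 30 min at room temperature (L3MBTL1 50 nM, biotinylated H3K9me1 peptide 75 nM). Next, compounds are pin-transferred and incubated 30 min. Finally, AlphaScreen beads are added and read after 30 min.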
# GAA inhib: inhibitors of human lysosomal alpha-glucosidase; P10253; purified human GAA, 4-MU-alpha-glucoside fluorescence; Potency, µM (doses to about 76.9 µM), for inactives: at the top dose activity change, negative = inhibition, actives largely listed as inhibitors; 200,000 compounds, 0.005% hits; AID 1466;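 further: plate controls were uninhibited enzyme wells for no effect and no-enzyme background for full effect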
#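 Read-out is 4-methylumbelliferone fluorescence (Ex 365/Em 440 nm) after NaOH/glycine stop at pH 10. Enzyme 4 nM, substrate 400 uM, pH 5.0 citrate buffer, 20 min room temperature; AC50 from Hill-equation concentration-response.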
# Starred values were filed as active, the others as inactive; i = inactive; ? = inconclusive; . = no result given; & = joins results of further samples; [ ] = dose if it differs, or a comment. Unless noted, the call rests on the fitted dose curve; in most records, active means well fitted curve in the direction sought with a large enough effect; inconclusive means small, poorly fitted or top-dose-only effect, or another doubt; inactive means no such curve, though single readings can be large; an effect the other way counts as inactive or inconclusive. Unless noted, on the % scale 0 is the no-effect control and ±100 the full control effect; potency means the concentration at half of the fitted maximal effect.
structure,RECQ1 helicase,aGlu spleen mod,GAA glycogen,TRb SRC2 PPI,RGS12 GoLoco inh,TexasRed fluor,L3MBTL1 block,GAA inhib
O=C(NC1CCCC1)C(c1ccsc1)N(C(=O)Cc1cccs1)c1ccc(F)cc1 (centres undefined),8.1%,2.0%,-7.2%,5.7%,2.5%,-4.2%,7.4%,-4.8%
CCOc1cc2c(Cl)ncnc2c(OCC)c1OCC,-2.5%,-1.8%,2.9%,6.9%,7.5%,-1.5%,-8.6%,-5.7%
O=C(c1cccc(Cl)c1)C1CCCN(C(=O)c2ccoc2)C1 (centres undefined),i,3.3%,10.3%,-1.7%,3.7%,2.8%,-2.1%,.
Cc1c(NS(=O)(=O)c2ccc(Cl)c(C(=O)OC(C)C(=O)N3CCOCC3)c2)c(=O)n(-c2ccccc2)n1C (centres undefined),-2.4%,-3.3%,-2.4%,10.9%,8.2%,-0.6%,3.1%,1.9%
CCOC(=O)NCCc1ccc(OC)cc1,-5.6%,-7.1%,4.8%,-2.9%,2.4%,-1.3%,.,2.2%
CCOC(=O)c1oc2ccccc2c1NC(=O)Cc1cccs1,5.7%,3.9%,-1.2%,2.3%,.,3.0%,8.1%,-2.7%
Nc1ccccc1C(=O)/C=C\c1ccc2c(c1)OCO2,4.0%[11.5 µM],-5.9%[17.4 µM],.,0.0%[11.2 µM],.,-1.2%[11.2 µM],.,.
CCOC(=O)CC(=O)Nc1ccn[nH]1,i,-2.2%,2.2%,-3.9%,2.0%,-7.1%,17.3%,-0.2%
c1ccc2c(c1)OCC(c1csc3ncnc(N4CCOCC4)c13)O2 (centres undefined),i,-0.3%,4.6%,-0.1%,-6.7%,2.3%,-3.0%,1.0%
CC(C)N(Cc1nc2ccccc2[nH]1)C(C)C,3.2%,3.6%,-0.6%,-2.9%,5.4%,-0.5%,2.8%,8.1%
O=C(NCc1cccnc1)C1CCN(S(=O)(=O)N2CCOCC2)CC1,-1.1%,-0.7%,11.1%,-4.5%,5.2%,-0.9%,-4.7%,-9.3%
COc1ccc(/C(C)=N/OCC(=O)Nc2nc3ccccc3s2)cc1,-12.9%,-11.1%,0.0%,-8.3%,4.1%,-1.1%,4.9%,1.9%
COC(=O)c1cc2sccc2n1Cc1nc(-c2cccc(Cl)c2)oc1C,-7.1%,6.1%,14.3%[76.3 µM],-2.6%&1.0%,-2.4%,0.6%&0.5%,.,-9.2%
Cc1ccc(S(=O)(=O)N(C)Cc2ccc(C(=O)N/N=C/c3ccc(OC(F)F)cc3)cc2)cc1,i,-4.0%,-1.7%,-0.5%[53 µM],6.0%,-2.1%[53 µM],2.7%,9.7%
CCOC(=O)C1C(=O)Oc2ccc3ccccc3c2C1C1CCOC1=O (centres undefined),i,-2.2%,9.7%,-15.1%,3.1%,-1.2%,.,-12.2%
O=C(c1cn[nH]c1)N1CCc2c([nH]c3ccccc23)C1c1c(F)cccc1Cl (centres undefined),-8.7%,1.4%,-16.2%,2.3%,7.3%,-0.2%,-24.7%,-3.5%
Cc1nc2ccccc2c(=O)n1CCCO,-13.3%,4.7%,7.4%,-9.1%,9.3%,0.2%,-4.4%,-4.7%
Cc1cc(C)cc(NC(=O)C2CCCN(S(=O)(=O)c3cnc[nH]3)C2)c1 (centres undefined),i,-1.2%,7.5%,-20.5%,7.7%,-0.8%,-15.1%,-6.9%
O=C(Nc1ccc(-c2csc(-c3ccccc3)n2)cc1)c1ccccc1Cl,19.6%,-0.3%,1.8%,-4.8%,-8.1%,-2.7%,-4.5%,-12.9%
CCOC(=O)N1CCC(NC(=O)CS(=O)(=O)Cc2nc(-c3ccccc3C)oc2C)CC1,0.2%,-1.2%,11.7%,0.2%,14.0%,-1.6%,5.9%,3.5%
CC(Oc1ccccc1)c1ccn[nH]1 (centres undefined),i,3.2%,22.4%,-1.6%,8.2%,-3.4%,-2.4%,11.8%
O=[N+]([O-])c1ccc(N2CCN(c3ccccc3O)CC2)c(Cl)c1,4.9%,1.4%,3.0%,3.1%[53 µM],-7.6%,0.8%[53 µM],-10.6%,12.4%
COc1ccc2nc(NC(=O)C3CCN(S(=O)(=O)c4cccs4)CC3)sc2c1,i,-8.9%,-3.1%,-2.6%,-5.7%,-3.8%,.,-8.4%
Nc1c(N2CCOCC2)cc(Cl)c2nonc12,7.8%,-2.5%,?,?,-4.5%,-1.1%,-1.9%,-3.8%
CC12CCC(C(=O)Nc3ccccc3-n3cccc3)(CC1=O)C2(C)C (centres undefined),-12.2%,-14.1%,-2.7%,7.2%,.,0.0%,-6.3%,-2.5%
Cc1ccc(S(=O)(=O)Nc2ccc(NC(=O)c3c(F)c(F)c(F)c(F)c3F)cc2)cc1,-16.6%,-6.8%,-3.1%,3.2%,12.8%,-4.0%,.,-8.7%
CCC(C)Cn1c(C)nc2ccccc21 (centres undefined),8.2%,-4.8%,5.9%,-4.2%,-1.6%,-2.9%,-8.3%,-8.2%
COC(=O)c1ccccc1NC(=S)NC(=O)C1CCCCC1,-6.5%,-8.6%,-1.6%,3.8%,2.4%,0.9%,-8.5%,?
COc1ccc(-n2c3c(cc(C(=O)N4CCCCC4)c2=O)C(=O)CC(C)(C)C3)cc1,i,-4.5%,-13.3%,-3.7%,0.4%,-0.5%,3.1%,-4.1%
O=C(Oc1ccccc1C(=S)N1CCCCC1)c1cc([N+](=O)[O-])cc([N+](=O)[O-])c1,3.5%,-6.0%,3.6%,-9.4%,-1.7%,-3.1%,-8.0%,?
CCOC(=O)/C=C/C(=O)OCC(=O)NCc1ccccc1,-10.6%,-3.5%,-4.6%,-7.2%,0.9%,-1.1%,-2.0%,1.7%
CC(C)NC(=O)N1CCOCCOCCN(C(=O)NC(C)C)CCOCCOCC1,-2.1%,-0.9%,0.0%,-5.1%,0.6%,-7.8%,.,1.6%
NS(=O)(=O)c1ccc(NC(=O)CSc2nc3ccccc3[nH]2)cc1,-17.4%,-9.3%,7.6%,5.1%,1.7%,1.1%,-6.7%,0.7%
Cc1ccc(Cl)c(OC(=O)Cn2cnc3c2c(=O)n(C)c(=O)n3C)c1,i,1.6%,3.3%,-1.7%,-2.2%,0.6%,.,1.8%
CCOc1cccc(/C=N/NC(=S)Nc2ccccc2[N+](=O)[O-])c1O,i,-0.1%,2.5%,4.5%,13.5%,-1.2%,?,2.8%
Cc1nn(CC(O)CN2c3ccccc3Sc3ccccc32)c(C)c1Br (centres undefined),-8.2%,-4.7%,12.3%,9.6%,-6.3%,-1.9%,.,-3.5%
COc1ccc(N(CC(=O)NC(C)(C)C)C(=O)c2ccco2)cc1,-1.6%,2.5%,-2.3%,-2.2%,0.1%,1.8%,2.8%,8.6%
Cc1cc(C)cc(N(CC(=O)N2CCC(C)CC2)S(C)(=O)=O)c1,-3.3%,5.5%,1.5%,-16.5%,0.6%,-1.1%,-1.6%[11.4 µM],-5.0%
c1ccc(-c2csc(N3CCc4ccccc4C3)n2)cc1,i,7.1%,6.1%,-3.5%,2.0%,1.6%,9.7%,1.2%
CCOCCCN(Cc1ccco1)C(=O)c1cc2c(=O)[nH]c3ccc(C)cc3c2s1,0.3%,-0.9%,-6.5%[76.3 µM],-30.8%[53 µM],5.3%,-80.9%[53 µM],.,-14.3%

# Ordered by formula weight (descending): three of the compounds above
structure,RECQ1 helicase,aGlu spleen mod,GAA glycogen,TRb SRC2 PPI,RGS12 GoLoco inh,TexasRed fluor,L3MBTL1 block,GAA inhib
Cc1nn(CC(O)CN2c3ccccc3Sc3ccccc32)c(C)c1Br (centres undefined),-8.2%,-4.7%,12.3%,9.6%,-6.3%,-1.9%,.,-3.5%
Cc1ccc(Cl)c(OC(=O)Cn2cnc3c2c(=O)n(C)c(=O)n3C)c1,i,1.6%,3.3%,-1.7%,-2.2%,0.6%,.,1.8%
CCOc1cccc(/C=N/NC(=S)Nc2ccccc2[N+](=O)[O-])c1O,i,-0.1%,2.5%,4.5%,13.5%,-1.2%,?,2.8%

# Next part.
structure,RECQ1 helicase,aGlu spleen mod,GAA glycogen,TRb SRC2 PPI,RGS12 GoLoco inh,TexasRed fluor,L3MBTL1 block,GAA inhib
CC1CCN(c2ccc(NC(=O)Cc3ccccc3)cc2)CC1,i,-1.9%,4.4%,-3.2%,-9.8%,1.2%,0.6%,.
S=C(Nc1ccccc1)Nn1cnnc1,i,-13.9%,2.4%,1.5%,-6.6%,0.6%,2.4%,6.8%
Cc1ccc(S(=O)(=O)CCc2nc3ccccc3[nH]2)cc1,i,-1.3%,-6.2%,-0.1%,12.8%,-3.0%,3.5%,9.6%
CC(Oc1ccc(Cl)cc1Cl)C(=O)Nc1ccc(OCC(=O)O)cc1 (centres undefined),i,-3.4%,-0.8%,-2.5%,4.6%,-3.4%,0.1%,-7.3%
CCOC(=O)Nc1ccccc1C(=O)N1CCOCC1,-3.2%,2.0%,-6.5%,-12.7%,-4.7%,0.3%,3.8%,0.9%
O=C(OCC(=O)N1CCCC1)c1ccc(S(=O)(=O)Nc2ccccc2)cc1,-0.9%,-3.3%,-4.9%,1.0%,0.0%,0.7%,12.7%,1.8%
COc1cc(/C=N\NC(=O)C2CC3C=CC2C3)ccc1O (centres undefined),-4.6%,-5.2%,0.8%,-3.1%,7.9%,-1.0%,5.3%,2.6%
COC/C=C/C1=CC2=CC(=O)C(C)(OC(=O)c3cnc4ccccc4n3)C(=O)C2=CN1Cc1ccco1 (centres undefined),-1.3%[11.5 µM],5.9%[17.4 µM],.,-3.6%[11.2 µM],-11.9%[14.2 µM],-2.2%[11.2 µM],.,.
Cc1cc(S(=O)(=O)N(Cc2ccccc2)Cc2ccc(N(C)C)cc2)ccc1-n1cnnn1,-4.5%,0.4%,-3.4%,0.3%,-4.4%,-0.3%,10.3%[11.4 µM],5.1%
COc1ccc(N=Cc2c(O)[nH]c3ccccc23)cc1OC,-10.3%,-0.1%,?,-6.6%,4.7%,-10.3%,-13.1%,-3.6%
COC(=O)CN(c1nc(C)cc(OC)n1)S(=O)(=O)c1ccccc1,-5.2%,0.2%,-3.6%,-6.0%,1.9%,-0.5%,16.4%[11.4 µM],-10.8%

# The list is partial (hit frequency here may not be typical).
